# Screening results as filed in PubChem.
# VLA-4 inh – inhibition in human VLA-4 binding assay, primary screen, VLA-4 allosteric modulator project, MLPCN library, flow cytometry, VLA-4 expressing cells | Integrin alpha-4 (Homo sapiens), P13612 | ligand binding flow cytometry | inhibition, % (about 7 µM as worked out from the volumes in the protocol) | 0.2% of 330,000 active | AID 2557, 2010; in the data active = inhibition above about 50%
# GRK2 aptamer HTS – compounds blocking aptamer binding on GRK2 – biochemical, human GRK2, bead flow cytometry, HTS, primary screen; Beta-adrenergic receptor kinase 1 (Homo sapiens), P25098; FAM-aptamer displacement from GRK2; inhibition of aptamer binding, % at 10 µM; 0.59% of 330,000 active; AID 488847, 2010;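 active = inhibition of aptamer binding above 40%, roughly 3 SD of noise, on plates passing a quality check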;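 also: median bead fluorescence of bound FAM aptamer so fluorescent compounds give negative values; no value below 0 was filed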
# MCL1 BIM primary – inhibitors of MCL1 binding to BIM-BH3, primary screen, biochemical, fluorescence polarization; GST-MCL1 / FITC-Bim-BH3 fluorescence polarization; inhibition, % at 10.9 µM; 0.68% of 320,000 active; AID 2057, 2009;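 active = inhibition above the mean inhibition of all tested compounds plus 3 SD, set per campaign, cut at about 40% in these data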;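 also: 0% = DMSO wells and 100% = unlabeled Bim-BH3 peptide control; higher means more loss of mP so more displacement of Bim peptide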
# Target sequence (Q07820 whole entry, looked up): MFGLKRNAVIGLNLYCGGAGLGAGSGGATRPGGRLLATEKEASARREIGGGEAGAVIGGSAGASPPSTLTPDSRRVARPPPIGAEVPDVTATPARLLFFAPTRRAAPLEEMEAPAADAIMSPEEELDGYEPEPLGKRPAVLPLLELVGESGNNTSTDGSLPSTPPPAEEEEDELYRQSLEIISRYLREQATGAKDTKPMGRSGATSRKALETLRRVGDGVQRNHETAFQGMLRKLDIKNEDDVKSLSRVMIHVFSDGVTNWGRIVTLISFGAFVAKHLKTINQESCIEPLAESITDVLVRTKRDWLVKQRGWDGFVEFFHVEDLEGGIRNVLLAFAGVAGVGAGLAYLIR
# MEX-5 binding – MEX-5 zinc finger RNA-binding disruptors – biochemical, C. elegans, fluorescence polarization, MLPCN library, primary screen. MEX-5/FITC-TCR2 RNA binding; active compounds read low. activity score (negative = inhibition of binding), % at 10 µM. 0.38% of 300,000 active;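 active = inhibition past about -25% in most replicates, and total fluorescence under double the plate's negative control median, limit read from the data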;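 also: 0% = DMSO and -100% = 5 µM competing unlabeled TCR2 RNA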
# Efflux pump inh – inhibitors of Candida efflux pumps in yeast, primary screen, S. cerevisiae, Nile Red, multiplex; S. cerevisiae Candida pump triplex; inhibition, % at 10 µM; 0.44% of 330,000 active;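 active = plate passing quality check with inhibition over a set limit, or well fluorescence over plate mean plus 4 SD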;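 also: Nile Red retained in pooled yeast measured as flow cytometry median fluorescence; 0% = buffer negative control and 100% = Enniatin B positive control; higher means more Nile Red kept so more efflux inhibition; some compounds called inactive have numbers as strong as hits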
# GLD-1 RNA inh – GLD-1/TGE RNA complex disruptors, primary screen, biochemical, fluorescence polarization; Female germline-specific tumor suppressor gld-1 (Caenorhabditis elegans), Q17339; purified GLD-1 + fluorescein TGE RNA; inhibition, % at 5.96 µM; 0.44% of 320,000 active; AID 2280, 2010;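 active = percent inhibition above a per-plate cutoff, the plate mean of test compounds plus 3 SD, cut at about 30% in these data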;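 also: 0% = DMSO wells with GLD-1 and probe and 100% = wells lacking GLD-1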
# Target sequence (Q17339 whole entry, looked up): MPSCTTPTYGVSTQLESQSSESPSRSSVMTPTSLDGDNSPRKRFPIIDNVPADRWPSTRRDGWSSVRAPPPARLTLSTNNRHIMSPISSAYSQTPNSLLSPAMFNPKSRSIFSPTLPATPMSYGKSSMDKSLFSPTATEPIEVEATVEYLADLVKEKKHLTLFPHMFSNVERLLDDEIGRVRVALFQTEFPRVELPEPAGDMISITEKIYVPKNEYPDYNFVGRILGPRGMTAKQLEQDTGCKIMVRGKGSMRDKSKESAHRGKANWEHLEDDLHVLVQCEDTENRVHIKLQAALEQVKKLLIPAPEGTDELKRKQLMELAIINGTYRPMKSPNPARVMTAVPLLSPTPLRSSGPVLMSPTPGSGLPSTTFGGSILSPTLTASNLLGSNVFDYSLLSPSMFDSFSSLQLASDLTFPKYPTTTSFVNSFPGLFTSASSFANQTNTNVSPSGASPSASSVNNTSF
# PME-1 primary – PME-1 inhibitors via competitive probe labeling, primary screen, biochemical, fluorescence polarization, FP-Rh probe, HTS | 0.53% of 320,000 active | inhibition, % at 5.9 µM | recombinant PME-1;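 active = inhibition above the campaign mean of all compounds plus 3 SD, cut at about 26% in these data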;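 also: competitive labeling of PME-1 active site by serine hydrolase directed probe; 0% = PME-1 with DMSO and 100% = wells lacking PME-1 enzyme; inhibitors block probe labeling so polarization falls and inhibition rises; many of its hits are not listed in these tables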
# Bcl-xL primary – inhibitors of human Bcl-xL, primary screen, biochemical, fluorescence polarization, HTS; GST-Bcl-xL / FITC-Bim BH3 peptide fluorescence polarization; inhibition, % at 10.9 µM; 0.7% of 320,000 active; AID 2129, 2009;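 active = inhibition above the mean of all tested compounds plus 3 SD, cutoff set per campaign, cut at about 30% in these data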;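 also: 0% = DMSO wells and 100% = unlabeled Bim-BH3 peptide competitor; inhibitors lower millipolarization by displacing the labeled peptide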
# Target sequence (Q07817 whole entry, looked up): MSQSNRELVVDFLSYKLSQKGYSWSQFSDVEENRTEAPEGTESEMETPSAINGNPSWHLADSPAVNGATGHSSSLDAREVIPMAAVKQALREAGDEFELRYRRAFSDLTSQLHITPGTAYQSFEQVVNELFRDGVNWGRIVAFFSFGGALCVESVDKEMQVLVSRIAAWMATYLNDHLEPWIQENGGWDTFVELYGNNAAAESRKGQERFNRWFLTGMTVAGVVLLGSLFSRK
# Fam108B inh – mouse Fam108B serine hydrolase inhibitors, primary screen, counter-screen for RBBP9 inhibitor project, biochemical, fluorescence polarization; AID 1947, 2009; 0.33% of 300,000 active; recombinant Fam108B, FP-Rh probe fluorescence polarization; inhibition, % at 9.51 µM;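 active = inhibition above the screen mean inhibition plus 3 SD, computed separately per campaign, cut at about 18% in these data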;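 also: inhibitors lower polarization as less probe binds the enzyme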
# * hit, by the source's call; . = no result given.
# Values run as follows: VLA-4 inh	GRK2 aptamer HTS	MCL1 BIM primary	MEX-5 binding	Efflux pump inh	GLD-1 RNA inh	PME-1 primary	Bcl-xL primary	Fam108B inh
CNc1ccc(C(=O)OCC(=O)NC(=O)NC2CCCCC2)cc1[N+](=O)[O-]
→ 10	0	.	.	0.2	-6	.	.	.
COc1ccccc1OCCCc1c(C)n[nH]c1C
→ -3	1	5	0.3	0.0	5	-2	2	0
Cc1cccc(-c2nc(CN3CCCC(C(=O)NC4CCCC4)C3)c(C)o2)c1 (stereo unspecified)
→ -1	2	-2	-3.1	0.1	-5	1	4	3
CC1(C)CC(=O)C=C(Nc2ccc(O)c(C(=O)O)c2)C1
→ 4	0	7	0.6	0.3	7	-2	7	5
O=C(NCc1ccc(Cl)cc1)c1cc(=O)nc2sc(-c3ccccc3)nn12
→ 0	2	3	-2.2	0.1	3	3	3	2
CCN1CCN(Cc2nc3c(c(=O)n(C)c(=O)n3C)n2C(C)C(C)=O)CC1 (stereo unspecified)
→ -8	5	4	-4.4	-0.3	4	-10	3	1
CCCc1cc(=O)oc2c(C)c(OCC(=O)Nc3cccnc3)ccc12
→ -1	0	4	1.2	0.2	7	16	7	3
CC1CCCC(C)N1C(=O)COC(=O)c1cc(=O)[nH]c2ccccc12 (stereo unspecified)
→ 7	0	.	.	0.1	2	.	.	.
CCCC(C)NC(=O)c1ccc(-c2ccccc2)cc1 (stereo unspecified)
→ 9	0	1	-0.5	0.0	10	-10	4	-2
CCN1c2ccccc2-c2nc3ccccc3n2C1c1cccs1 (stereo unspecified)
→ 17	3	0	2.3	0.3	4	0	0	7
COc1ccccc1Nc1nc(N)nc(CN2CCN(Cc3ccc4c(c3)OCO4)CC2)n1
→ 3	3	-7	3.3	-0.1	-4	-2	-3	2
COc1cc(O)c(CCC(=O)c2cc(OC)c(OC)c(OC)c2)c(OC)c1
→ -9	0	4	1.4	-0.1	2	-5	6	2
O=CN1CCN(C(=S)Nc2ccc(OC(F)F)cc2)CC1
→ 4	3	10	-0.4	0.0	5	5	6	1
CC(C(=O)OCC(=O)c1ccc([N+](=O)[O-])cc1)N1C(=O)C2C3CCC(C3)C2C1=O (stereo unspecified)
→ 3	0	-3	-1.7	0.9	0	-2	3	-1
O=C(Cc1ccc(Br)cc1)NC1CCN(Cc2ccccc2)CC1
→ 3	0	3	-0.6	-0.1	-3	1	0	2
CC1CCN(CC(=O)Nc2ccccc2C(=O)c2ccccc2)CC1
→ 3	0	6	-0.5	0.1	-3	-5	3	5
CC(NC(=O)Cc1cccs1)C(c1cccs1)N1CCOCC1 (stereo unspecified)
→ 0	0	6	1.7	-0.7	-8	5	-2	2
CCn1nnc(NC(=O)COc2ccc(C3CCCCC3)cc2)n1
→ 8	2	-2	3.3	0.1	-1	-4	1	0
CC(C)(CC(=O)O)CC(=O)NCc1c(Cl)cccc1Oc1ccccc1
→ 13	1	-1	1.4	0.1	-6	0	1	0
CS(=O)(=O)N(CC(=O)NC1CCCCC1)Cc1ccc(Cl)cc1
→ -1	2	-8	-1.2	-0.1	4	2	-5	4
COc1ccccc1NC(=O)CN1CCSc2ccccc21
→ -18	5	9	0.7	0.0	3	-8	-1	-1
O=C(c1cc(F)ccc1F)N1CCC(N2CCC(C(=O)N3CCCC3)CC2)CC1
→ -5	0	5	2.0	0.1	4	-4	12	-3
O=C(O)CCCN1C(=O)C(=O)/C(=C(/O)c2ccccc2)C1/C=C/c1ccccc1 (stereo unspecified)
→ 14	0	-9	0.7	-0.2	-1	1	-3	1
O=C(/C=C\c1ccccc1)Nc1ccc(NC(=O)c2ccco2)cc1
→ 5	1	-4	1.5	-0.1	1	-4	6	-1
O=C(N/C(=C/c1ccccc1)C(=O)N1CCCCC1)c1ccc(Br)o1
→ 0	0	.	-3.1	0.1	.	.	.	.
O=C(CCNC(=O)C1CCN(S(=O)(=O)c2ccccc2)CC1)NC1CC1
→ 7	0	1	-0.4	0.0	-8	3	-1	-1
N#C/C(=N\Nc1ccc(F)cc1)C(=N)N1CCCCCC1
→ 8	3	-3	1.4	0.1	3	2	6	2
Cc1ccccc1NC(=O)CN1C(=S)NC(C)(C)CC1C (stereo unspecified)
→ 16	0	5	1.6	0.0	-2	-7	8	3
COC(=O)CSc1nc2cc3c(cc2cc1C#N)OCO3
→ 0	2	16	-1.4	-0.3	5	14	14	3
Nc1nnc(SCC(=O)c2ccc3ccccc3c2)s1
→ -3	0	1	0.3	0.2	1	1	-2	-4
COC(=O)c1ccc(S(=O)(=O)NCc2cccc(OC)c2)n1C
→ 14	1	6	-0.4	0.0	3	-2	6	-2
CCOc1ccc2[nH]c(=O)c(CN(CCOC)C(=O)N3CCOCC3)cc2c1
→ -4	3	7	0.1	0.1	-3	4	4	1
COc1ccc(S(=O)(=O)N2CCC(C(=O)N3CCc4ccccc4C3)CC2)cc1C
→ -1	4	7	.	0.1	4	10	7	-1
O=C(Oc1ccc2c(c1)OCO2)c1ccc(Br)c(S(=O)(=O)N2CCOCC2)c1
→ 7	2	8	-0.4	-0.1	6	-1	5	0
O=C(CC(c1ccccc1O)N1CCCCC1)N1CCCCC1 (stereo unspecified)
→ 2	0	-1	1.3	-0.2	3	-1	1	0
Cc1cc(NC(=O)c2cc(-c3ccccc3)on2)n(-c2ccccc2)n1
→ 12	0	1	0.6	0.0	-5	-5	1	0
O=C1NC(=Nc2ccccc2)S/C1=C/c1cccnc1
→ 16	2	4	-0.4	0.2	-2	-4	5	0
NCC12CC3CC(CC(O)(C3)C1)C2
→ 18	0	-3	-3.3	0.1	4	-4	4	5
Cc1[nH]c(=O)[nH]c(=O)c1S(=O)(=O)Nc1ccc(F)c(Cl)c1
→ 1	47*	.	0.7	0.4	.	.	.	.
Cc1ccc(C)c(NC(=O)C2(C)CC3c4ccccc4C2c2ccccc23)c1 (stereo unspecified)
→ -6	7	0	.	-0.1	2	0	0	0
CCCC1CCC(C(=O)n2nc(N)c3cc4ccc(OC)cc4nc32)CC1 (stereo unspecified)
→ 18	0	5	-1.3	0.2	-4	-2	1	-1
O=C1/C(=C\c2ccc(O)cc2)SC(=S)N1c1cccnc1
→ -46	0	12	-1.0	-0.2	-25	-10	8	-7
CCO[C@H]1OC(C(=O)N2CCN(Cc3ccccc3)CC2)=C[C@@H](c2ccccc2)[C@@H]1CCCO
→ 11	2	5	0.5	0.0	-5	-3	7	1
CCOC(=O)C1=C(C)NC(=O)NC1c1cccnc1 (stereo unspecified)
→ 3	5	-1	0.0	0.0	-5	2	3	-2
Cc1ccoc1C(=O)Nc1ccc(CC(=O)O)cc1
→ 8	2	7	1.2	-0.2	1	4	4	0
Cc1ccc(-c2nc(CSCC(=O)NCCN3CCN(Cc4ccccc4)CC3)c(C)o2)cc1
→ 14	0	8	-2.7	0.2	1	0	3	1
CCCn1c(SCC(=O)Nc2cccnc2Cl)n[nH]c1=O
→ -2	10	.	.	0.3	-4	.	.	.
CC(C)C(=O)N=c1sc2cc(F)cc(F)c2n1C
→ -16	.	-2	-1.7	-0.2	0	1	3	3
CC(C)c1ccccc1-n1c(SCC(=O)N2CCN(c3ccccc3)CC2)nnc1-c1cccnc1
→ 8	0	-13	-2.2	-0.3	7	2	-7	-4
O=C(OC1CCCCC1=O)c1cccc(S(=O)(=O)N2CCCCC2)c1 (stereo unspecified)
→ -6	4	-1	0.2	0.0	-2	6	5	-3
NC(=O)CN(Cc1ccccc1)S(=O)(=O)c1ccc2c(c1)OCCO2
→ -1	1	8	1.0	0.1	-8	2	1	-4
O=C(CCSc1nnc(-c2ccccc2)o1)N1CCOCC1
→ 10	0	-35	0.7	-0.2	0	-3	-15	-1
Cc1ccc2c(c1)CCCN2C(=O)CCc1nc2ccccc2c(=O)[nH]1
→ 2	0	-7	.	0.2	9	5	-1	.
Cc1[nH][nH]c(=O)c1N=Nc1ccc(Br)c(Cl)c1
→ 0	1	3	-2.3	0.0	-4	11	-2	10
O=C(Cn1cnc2ccccc2c1=O)Nc1ccc2c(c1)OCCO2
→ 11	1	-1	3.5	0.0	7	-1	-5	2
CCC(C)Sc1nc2ccccc2n1CC(=O)O (stereo unspecified)
→ 6	8	-4	0.8	0.0	-1	4	-2	7
COCCN(C(=O)Cc1cccs1)C(C(=O)NCc1ccc(OC)cc1)c1ccccc1 (stereo unspecified)
→ 6	2	-6	-0.8	-0.1	-2	-2	6	-3
CCOC(=O)C(CCCOc1ccc(C)cc1)C(=O)OCC
→ -7	0	2	1.0	0.1	-1	-2	0	3
CC(C)=CCc1c(O)cc(O)c2c(=O)c(O[C@@H]3O[C@@H](C)[C@H](O)[C@@H](O)[C@H]3O)c(-c3ccc(O)cc3)oc12
→ 19	0	-5	0.0	0.1	5	-1	-5	-5
CC(=O)c1ccc(C(=O)N2CCC(CO)(Cc3cccc(C(F)(F)F)c3)CC2)cc1
→ 28	0	-8	0.8	0.1	0	0	-1	4

# The list goes on:
# Values run as follows: VLA-4 inh	GRK2 aptamer HTS	MCL1 BIM primary	MEX-5 binding	Efflux pump inh	GLD-1 RNA inh	PME-1 primary	Bcl-xL primary	Fam108B inh
O=C(NN=C1c2ccccc2-c2ccccc21)c1ccccn1
→ 4	0	2	-1.7	0.8	3	-4	-3	-3
CC(=O)c1ccc(OCCCC(=O)NC(C)c2ccc(S(N)(=O)=O)cc2)cc1 (stereo unspecified)
→ 4	0	-1	-0.7	-0.1	-3	-3	8	-2
CC(CN(C)Cc1ccccc1)OC(=O)c1ccccc1F (stereo unspecified)
→ -5	0	-5	1.9	0.0	3	3	-2	1
Cc1cccc(NC(=O)CSc2nnc(CCCCCNC(=O)OC(C)(C)C)o2)c1C
→ 0	0	6	-2.2	0.1	5	-2	8	-2
CC1CCCCC1NC(=O)c1cc2c(s1)CS(=O)(=O)C2 (stereo unspecified)
→ 0	0	3	0.7	0.2	1	-2	0	-1
Cc1cccc(/C=N/NC(=O)Cn2nc(C)cc2C)n1
→ 11	1	10	-2.5	0.3	1	-1	3	-6
COC(=O)C(F)(F)Sc1c(C)[nH]c2ccccc12
→ 10	0	3	.	-0.1	5	4	7	0
CC1CCCC(NC(=O)COC(=O)c2ccc3ccccc3n2)C1C (stereo unspecified)
→ 8	0	14	-3.5	0.0	-1	3	7	2
CC(C)NC(=O)N(C)C[C@H]1Oc2c(NC(=O)c3ccc(-c4nccs4)cc3)cccc2C(=O)N([C@@H](C)CO)C[C@H]1C
→ 19	0	.	.	-0.3	0	.	.	.
CCN1C(=O)c2ccc(C(=O)Nc3cccc(C(=O)O)c3)cc2C1=O
→ 4	0	6	2.9	-0.1	-6	0	3	-1
CC(=O)Nc1ccc(S(=O)(=O)N2CCCC2C(=O)O)cc1 (stereo unspecified)
→ 1	14	-2	2.0	0.0	4	-3	3	-1
CCOC(=O)Cc1cc(=O)n2[nH]c(C)c(-c3ccccc3)c2n1
→ -1	1	4	-1.8	0.0	1	-13	0	-7
CCS(=O)(=O)N1N=C(c2cccc(NS(C)(=O)=O)c2)CC1c1ccc(C)cc1 (stereo unspecified)
→ 0	0	2	-7.7	0.0	1	3	2	-4

# Some of the compounds tested (hit frequency here may not be typical).
